Assay outcomes as filed in PubChem.
ABCB6 inh 2: human ABCB6 transporter inhibition. Q9NP58. K562-ABCB6 porphyrin accumulation, flow cytometry, 1 h; stronger effect = lower value. fluorescence ratio to DMSO, % at 10 µM. hit rate 0.19% among 360,000. AID 602162;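 active = fluorescence ratio to DMSO below 75%, the collection mean minus 3 SD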;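 also: signal is porphyrin accumulated inside mitochondria; 100% equals median channel fluorescence of DMSO control wells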
Target sequence (Q9NP58 whole entry, looked up): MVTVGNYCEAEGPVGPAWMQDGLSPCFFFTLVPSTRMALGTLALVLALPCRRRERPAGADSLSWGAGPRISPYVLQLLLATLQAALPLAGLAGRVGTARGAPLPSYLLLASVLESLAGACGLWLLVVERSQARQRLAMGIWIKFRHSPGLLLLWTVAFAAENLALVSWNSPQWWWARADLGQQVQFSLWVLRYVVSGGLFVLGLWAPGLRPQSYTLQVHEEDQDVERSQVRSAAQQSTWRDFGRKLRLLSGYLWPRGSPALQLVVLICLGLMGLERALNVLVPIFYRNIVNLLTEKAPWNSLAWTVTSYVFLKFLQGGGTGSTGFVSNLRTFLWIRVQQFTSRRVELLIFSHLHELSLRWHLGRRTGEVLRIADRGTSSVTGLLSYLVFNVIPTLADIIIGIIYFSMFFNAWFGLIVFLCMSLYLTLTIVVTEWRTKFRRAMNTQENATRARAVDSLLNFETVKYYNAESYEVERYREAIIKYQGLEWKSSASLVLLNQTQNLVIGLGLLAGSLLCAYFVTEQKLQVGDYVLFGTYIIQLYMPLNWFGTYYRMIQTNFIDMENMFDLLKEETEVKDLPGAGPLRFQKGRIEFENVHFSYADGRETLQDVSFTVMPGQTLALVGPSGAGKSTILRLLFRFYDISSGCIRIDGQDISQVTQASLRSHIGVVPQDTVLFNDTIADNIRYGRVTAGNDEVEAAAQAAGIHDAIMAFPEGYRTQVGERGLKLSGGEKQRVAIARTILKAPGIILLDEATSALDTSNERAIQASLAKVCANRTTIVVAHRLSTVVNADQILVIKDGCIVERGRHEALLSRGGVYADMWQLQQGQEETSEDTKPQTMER
N-glyco inh: N-linked glycosylation inhibition | D54 ERlucT glycosylation luciferase reporter, 24 h; percent of 100 nM tunicamycin response | reporter increase, % at 12.5 µM | hit rate 0.23% among 360,000;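 active = mean luciferase reporter signal, scaled so untreated is 0 and the glycosylation-blocking control 100, at or above a set limit in every replicate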;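 also: luciferase carries N-glycosylation sites so blocking glycosylation raises the light; 0% = median of neutral control wells and 100% = median of 100 nM tunicamycin wells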
HTR2A ag: mouse HTR2A agonism via beta-arrestin recruitment; P35363; CHO-K1 mHTR2A beta-arrestin complementation, luminescence; percent of 30 µM serotonin response; activation, % at 7.6 µM; hit rate 0.66% among 360,000;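 active = activation above a run cutoff, the mean activation of all tested compounds plus 3 SD, cut at about 14% in these data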;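 also: 0% = plate median of compound wells and 100% = 30 µM serotonin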
PDI inh: PDI (human) enzyme inhibition. P07237. PDI insulin aggregation turbidity, A650, 90 min. inhibition, % at 10 µM. hit rate 0.052% among 350,000;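 active = mean inhibition across replicates of 30% or more, whatever share of single replicates reach that level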;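 also: absorbance from insulin aggregation driven by PDI reduction with DTT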
CaV13 FRET inh: Primary screen for inhibitors of IQ motif and Ca2+-dependent inactivation inhibitor domain binding in CACNA1D, Förster resonance energy transfer in living cells, …; HEK cells, CFP/YFP FRET ICDI-IQ, plate reader, 10 min; percent FRET-ratio fall versus neutral wells; inhibition, % at 12.3 µM; hit rate 0.098% among 340,000;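 active = mean replicate inhibition of at least 30% and at least 1% of replicates passing that level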;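 also: 0% = median of the neutral control wells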
hiPSC survival: enhancers of human iPSC single-cell survival. survival enhancement, % at 20 µM. hit rate 0.044% among 360,000. hiPSC single-cell survival, ATPlite luminescence; 100% = ROCK inhibitor wells, 0% = DMSO; in the data active = survival enhancement above about 18%;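 also: cells exposed to compounds for 16 hours before the ATP read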
Vif inh: blocks HIV Vif function. HEK293T cells, Vif self-association by quenched fluorescence, imaging, 24 h. AID 602346. hit rate 0.35% among 340,000. inhibition, % at 7.49 µM; in the data active = inhibition above about 50%, passing the limit was not always enough; also: some results filed as inactive read as strong as hits
aDG glyco up: alpha-DG glycosylation activation; Pro5-aDG cells, alpha-DG glycosylation AlphaScreen (IIH6); 0% Pro5, 100% B10-LARGE cell signal; activation, % at 10 µM; hit rate 0.22% among 360,000;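 active = activation of at least 8% versus controls, or a plate z-score of at least 8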;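 also: Pro5 are CHO cells carrying HIG-tagged alpha-DG that lacks glycosylation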
Exocytosis inh: lytic granule exocytosis inhibition. TALL-104 LAMP-1 surface exposure, flow cytometry; cells stimulated with thapsigargin and PMA. inhibition, % at 10 µM. hit rate 0.66% among 360,000;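 active = inhibition above about 55%, limit read from the data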
Cardio protect: protects H9c2 cardiomyocytes from peroxide injury; H2O2 injury protection, ATPLite, 2 h; protection from H2O2 cell death, % at 20 µM; hit rate 0.63% among 360,000;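 active = compounds giving at least 50% protection of heart cells from peroxide-induced death in the single-dose screen, raw or plate-pattern-corrected value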;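 also: 0% = DMSO wells with peroxide and 100% = DMSO wells without peroxide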
* hit, by the source's call; · = no result given; & = joins results of further samples.

#1 O=C(CCc1cccc(Cl)c1)NC1CCCN(Cc2ccccc2F)C1 (centres undefined)
#2 N/C(=N\OC(=O)Nc1ccc(Cl)c(Cl)c1)c1ncc(C(F)(F)F)cc1Cl
#3 CCCn1cccc(C(=O)Nc2ccc(OC)cc2)c1=O
#4 O=C(NCc1cccs1)c1cnc2sccn2c1=O
#5 CC(NC(=O)c1ccccc1NC(=O)CSc1nnnn1C)c1ccccc1 (centres undefined)
#6 COc1ccc(OC)c(C(=O)C2COC(=O)C2)c1 (centres undefined)
#7 COC(=O)c1[nH]c2ccc(C)cc2c1NC(=O)Nc1ccc(OC)cc1
#8 CC12CCC(C/C1=N\N=C1\NC(=O)/C(=C\c3ccc(Cl)cc3)S1)C2(C)C (centres undefined)
compound no.	1	2	3	4	5	6	7	8
ABCB6 inh 2	101	105	98	99	94	94	98	99
N-glyco inh	-3	1	0	1	1	-3	-2	-1
HTR2A ag	-6	-2	-1	-2	3	7	-2	4
PDI inh	0	-6	-2	-6	-3	3	3	-5
CaV13 FRET inh	-5	·	-5	-5	-1	-6	-2	-3
hiPSC survival	0.0	2.9	0.6	0.5	1.1	0.3	-0.3	-0.9
Vif inh	3	-1	-2	0	-7	10	-2	0
aDG glyco up	0.0	-0.2	-0.1	-0.4	0.0	0.0	-0.2	0.3
Exocytosis inh	31	-5	-6	-1	0	-2	-8	28
Cardio protect	1	-14	1	8	-3	-11	9	-7

#9 Cc1ccc(N(Cc2ccccc2)C(=O)c2cc(S(=O)(=O)N3CCOCC3)ccc2Cl)cc1
#10 Cc1ccc(C(C)C)c(OCC(=O)OCC(=O)NC2CCS(=O)(=O)C2)c1 (centres undefined)
#11 COc1ccc(C(=O)COC(=O)CCC(=O)Nc2ccc(C(C)=O)cc2)cc1
#12 CCC(=O)N1CCC(NC(=O)Nc2ccc(OC(F)(F)F)cc2)CC1
#13 Cc1c(C)c2ccc(OC(C)C(=O)N3CC[C@@]4(O)CCCC[C@H]4C3)cc2oc1=O (some centres undefined)
#14 CCOC(=O)CSc1nc(C)cc(Oc2ccc(=O)n(C)n2)n1
#15 CCCCn1c(O)c(/C=C/C=C/C=Nc2ccccc2)sc1=S
#16 CCOC(=O)C(CCCOc1cccc(CC)c1)C(=O)OCC
compound no.	9	10	11	12	13	14	15	16
ABCB6 inh 2	84	95	98	100	99	103	142	105
N-glyco inh	-6	0	6	4	1	0	-1	-1
HTR2A ag	-3	5	-3	-4	2	-2	7	-4
PDI inh	5	4	8	-8	·	3	-6	-3
CaV13 FRET inh	-14	-6	-3	-10	·	-7	-19	-4
hiPSC survival	-0.5	-0.5	-0.3	-0.4	-0.5	0.6	1.2	-1.4
Vif inh	-19	-1	-3	-2	-1	6	-3	5
aDG glyco up	0.4	0.0	-0.2	0.1	0.0	0.3	0.0	0.0
Exocytosis inh	0	-4	-5	2	6	-3	0	-5
Cardio protect	8	-2	4	-1	0	3	-3	-22

#17 O=C(COc1ccccc1Br)NC1CC1
#18 O=C1c2ccccc2C(Nc2ccc3c(c2)OCO3)N1Cc1ccco1 (centres undefined)
#19 CCOC(=O)c1ccc(NC(=O)c2cc3c(C)nn(-c4ccccc4Cl)c3s2)s1
#20 COc1ccc(S(=O)(=O)N2CCN(C(=O)Cc3cccs3)CC2)cc1
#21 Cc1cc(C)c([N+](=O)[O-])cc1-c1ccc(/C=N/c2c(-c3ccco3)nc3ccccn23)o1
#22 CS(=O)(=O)Nc1ccc(C(=O)Nc2ccc(S(=O)(=O)N3CCCCC3)cc2)cc1
#23 CCOC(=O)[C@@H]1[C@H]2COc3cc(OC)ccc3[C@@H]2N2C(=O)N(c3ccc(Br)cc3)C(=O)[C@@]12C
#24 CC(=O)N1CCC(N(C(=O)Nc2ccc(Cl)cc2)C(C)C)CC1
compound no.	17	18	19	20	21	22	23	24
ABCB6 inh 2	99	102	103	99	116	80	99	99
N-glyco inh	2	-3	-2	0	0	-1	0	2
HTR2A ag	-1	7	1	-4	1	2	-6	5
PDI inh	1	·	0	12	-5	0	-2	4
CaV13 FRET inh	·	-3	-9	-5	·	·	-4	-2
hiPSC survival	-0.1	0.9	4.3	-0.1	-2.5	0.2	2.6	-0.5
Vif inh	3	·	-6	0	0	-2	2	0
aDG glyco up	0.1	-0.2	3.8	-0.4	0.0	-0.1	-0.2	-0.1
Exocytosis inh	0	-8	3	2	3	-3	4	0
Cardio protect	0	-6	24	6	9	-6	3	5

#25 COC(=O)C[C@H]1c2ccc(C(F)(F)F)cc2S(=O)(=O)N1Cc1ccccc1
#26 CCOc1ccc2c(c1)OC1(CCC(C)C1)CC2=O (centres undefined)
#27 COc1ccc(-c2cc(C(=O)c3c(N)n(C)c(=O)n(C)c3=O)c3ccccc3n2)cc1
#28 Cc1cc(OCCn2ccnc2)ccc1C(C)C
#29 Cc1ccc(OCCn2nnc3ccccc32)cc1C
#30 NC(=O)CC(NC(=O)Cc1ccc(Br)cc1)c1ccc(NC2CCN(Cc3ccccc3)CC2)c([N+](=O)[O-])c1 (centres undefined)
#31 Cc1cc(=O)oc2cc(OCC(=O)N3CCCC3)ccc12
#32 COC(=O)c1sccc1NC(=O)Nc1ccc(C)cc1C
compound no.	25	26	27	28	29	30	31	32
ABCB6 inh 2	95	94	96	100	92	101	96	90
N-glyco inh	-2	-4	-7	2	-1	22	0	0
HTR2A ag	3	1	-3	1	-2	-4	1	0
PDI inh	-6	0	9	-1	-3	-3	15	-2
CaV13 FRET inh	-10	-5	-2	-7	-1	-11	-6	-5
hiPSC survival	-2.1	-0.1	-1.0	-0.3	-0.4	-1.2	-0.5	-0.1
Vif inh	-7	·	-3	-5	-5	-1	2	1
aDG glyco up	0.5	0.0	0.0	0.4	0.2	-0.3	0.2	0.0
Exocytosis inh	-5	4	-2	-4	2	-6	-3	3
Cardio protect	-12	1	-26	-11	-4	-2	-1	-1

Molecules from the list above that contain a nitro group on carbon, in the order listed:
#21 Cc1cc(C)c([N+](=O)[O-])cc1-c1ccc(/C=N/c2c(-c3ccco3)nc3ccccn23)o1
#30 NC(=O)CC(NC(=O)Cc1ccc(Br)cc1)c1ccc(NC2CCN(Cc3ccccc3)CC2)c([N+](=O)[O-])c1 (centres undefined)
compound no.	21	30
ABCB6 inh 2	116	101
N-glyco inh	0	22
HTR2A ag	1	-4
PDI inh	-5	-3
CaV13 FRET inh	·	-11
hiPSC survival	-2.5	-1.2
Vif inh	0	-1
aDG glyco up	0.0	-0.3
Exocytosis inh	3	-6
Cardio protect	9	-2

Record cards, from the list above. Order of screens: ABCB6 inh 2, N-glyco inh, HTR2A ag, PDI inh, CaV13 FRET inh, hiPSC survival, Vif inh, aDG glyco up, Exocytosis inh, Cardio protect
Cc1ccc(OCCn2nnc3ccccc32)cc1C is listed as 92, -1, -2, -3, -1, -0.4, -5, 0.2, 2, -4
COc1ccc(-c2cc(C(=O)c3c(N)n(C)c(=O)n(C)c3=O)c3ccccc3n2)cc1 is listed as 96, -7, -3, 9, -2, -1.0, -3, 0.0, -2, -26
NC(=O)CC(NC(=O)Cc1ccc(Br)cc1)c1ccc(NC2CCN(Cc3ccccc3)CC2)c([N+](=O)[O-])c1 (centres undefined) is listed as 101, 22, -4, -3, -11, -1.2, -1, -0.3, -6, -2

Next part.
#33 COc1ccc(C(=O)O/N=C(\N)Cc2ccc(Cl)cc2)cc1OC
#34 O=C(CN1CCC(C(=O)c2cccc(F)c2)CC1)NCc1cccs1
#35 COc1ccc(NC(=O)n2ncc3c(C)cccc32)cc1
#36 CC(C)[C@H](NC(=O)c1ccccc1)C(=O)OCC(=O)N1CCCCCC1
#37 CN(C)CC(C)(C)CNS(=O)(=O)c1ccc(Cl)c(Cl)c1
#38 COC(=O)c1cccc(CSC(=S)N2CCCC2)c1
#39 Cc1noc(C)c1S(=O)(=O)N1CCCC(C(=O)NCC2CCCO2)C1 (centres undefined)
#40 CCOC(=O)CSc1nnc(CNc2cccc(Cl)c2)n1C
compound no.	33	34	35	36	37	38	39	40
ABCB6 inh 2	101	100	99	96	97&100	102	100	109
N-glyco inh	10	2	-3	0	-2&2	-5	2	4
HTR2A ag	-4	-3	1	-1	-5&3	2	2	0
PDI inh	0	7	3	2	7&6	1	8	-4
CaV13 FRET inh	-5	-3	-21	-19	-4&-4	-19	-6	-3
hiPSC survival	-2.9	-0.2	-0.5	-0.6	-1.1&2.9	-0.5	-0.8	-3.2
Vif inh	2	34	-4	2	4&-1	-4	12	14
aDG glyco up	0.2	0.2	0.1	0.0	-0.4&-0.1	-0.1	0.0	-0.4
Exocytosis inh	-2	-2	8	3	5&4	2	0	-2
Cardio protect	-26	-3	-11	0	11&1	-4	3	8

The list goes on; it opens with the 2 that closed the last part.
#39 Cc1noc(C)c1S(=O)(=O)N1CCCC(C(=O)NCC2CCCO2)C1 (centres undefined)
#40 CCOC(=O)CSc1nnc(CNc2cccc(Cl)c2)n1C
#41 C=CCn1c(SCC(=O)Nc2cccc(C(=O)OC)c2)nnc1C(C)NC(=O)c1cccs1 (centres undefined)
#42 CCOC(=O)N1CCC(Nc2c(NCCCN(CC)Cc3ccccc3)c(=O)c2=O)CC1
#43 C=CCSc1nc(C)c(CC=C)c(=O)[nH]1
#44 COc1ccc(F)cc1CN1CCN(C(=O)CCC(=O)Nc2nnc(CC(C)C)s2)CC1
#45 CCNC(=S)NNC(=O)CSc1nc2ccccc2[nH]1
#46 CSc1nc(N)nc2c1ncn2CC(=O)N1CCN(Cc2c(C)cc(C)cc2C)CC1
#47 CN(c1ccc(OCc2ccc([N+](=O)[O-])cc2)cc1)S(=O)(=O)c1ccccc1
#48 Cc1ccc(NCc2ccccc2O)cc1
compound no.	39	40	41	42	43	44	45	46	47	48
ABCB6 inh 2	100	109	102	95&105	94	101	95	97	94	97
N-glyco inh	2	4	0	0&-1	0	0	6	-2	-6	4
HTR2A ag	2	0	4	-5&-7	5	-2	-4	8	-9	-2
PDI inh	8	-4	4	2&-3	1	-3	-1	3	-3	0
CaV13 FRET inh	-6	-3	-8	-4&-6	·	-7	3	-9	-3	-5
hiPSC survival	-0.8	-3.2	1.0	-3.1&2.9	0.0	1.4	-0.6	-0.6	0.0	-1.9
Vif inh	12	14	-1	-8&8	4	-4	2	-38	-5	3
aDG glyco up	0.0	-0.4	-0.1	-0.1&0.2	0.0	-0.1	0.0	0.8	-0.1	0.0
Exocytosis inh	0	-2	-2	1&-2	-1	4	0	5	61*	2
Cardio protect	3	8	-10	4&4	1	0	-7	-42	-7	-8

#49 Cc1cc(Cl)c(C(=O)Nc2cccc(C(F)(F)F)c2)c(C)n1
#50 Cc1ccccc1C(=O)N1CCN(S(=O)(=O)c2cccs2)CC1
#51 CCN(C1CCCCC1)S(=O)(=O)c1ccc(C(=O)O)cc1
#52 O=C(Nc1nnc(-c2ccc(Br)cc2)o1)c1ccco1
compound no.	49	50	51	52
ABCB6 inh 2	99	97	98	94
N-glyco inh	8	-1	0	2
HTR2A ag	3	0	-6	-6
PDI inh	7	-3	-3	0
CaV13 FRET inh	-5	-7	·	·
hiPSC survival	-0.5	-0.5	-2.8	-0.4
Vif inh	-13	7	-8	0
aDG glyco up	0.2	-0.2	-0.1	0.0
Exocytosis inh	10	26	-1	8
Cardio protect	11	5	4	-11

Individual results from the list:
compound 4 | PDI inh = -6
compound 1 | Exocytosis inh = 31
compound 14 | aDG glyco up = 0.3
compound 47 | PDI inh = -3
